A-T KAP1 phos – potential ataxia-telangiectasia treatments restoring KAP-1 phosphorylation. […] A-T fibroblasts, KAP-1 phosphorylation AlphaLISA; neocarzinostatin DNA damage 30 min before lysis. Potency, µM (top dose mostly 57.5 µM), without a hit: at the top dose activation, hits mostly activators. 0.19% of 320,000 active. AID 485349; note: potency is the fitted concentration of half-maximal effect; % of control where 0% means no effect; nearly all actives have a fitted effect of over 45% in size
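ATM-like activity read as KAP-1 phosphorylation via AlphaLISA donor/acceptor antibody pairs after lysis and 6 hr at 25C. Cells were ATM-null patient fibroblasts ([…], hTERT), dosed 60 min, then exposed to the DSB inducer NCS for 30 min.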
MLL CXXC-DNA inh – MLL CXXC-DNA interaction inhibition; MLL-CXXC / FITC-HOXA9 DNA fluorescence polarization; Potency, µM (doses to about 115 µM), for inactives: top-dose activity change, negative = inhibition, actives largely listed as inhibitors; 0.037% of 290,000 active; active = well fitted inhibition curve with a large enough effect in the polarisation, with a control signal flat, not every such curve was filed as active; inconclusive = small, poorly fitted or top-dose-only effect, or effect the other way, or a change in a side signal; inactive = no such curve, though single readings can be large or run the other way; the % refers to the polarisation; note: potency is the fitted concentration of half-maximal effect
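Fluorescence polarization: 7 uM MLL-CXXC (stock) preincubated 5 min with compounds, then 50 nM fluorescein-HOX-A9 DNA (stock) added; 30 min ambient. Buffer 50 mM Tris-HCl pH 7.5, 50 mM NaCl, 1 mM DTT, 0.05% BSA.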
GALK inhibitor – galactokinase (human) inhibition. Purified GALK, Kinase-Glo residual ATP luminescence. Potency, µM (doses to about 57.5 µM), without a hit: top-dose activity change, negative = inhibition, most hits filed as inhibitors. 0.007% of 270,000 active; note: potency is the fitted concentration of half-maximal effect; % is set by controls: 0 for no effect and ±100 for the full control effect
Target sequence (P51570 whole entry, looked up): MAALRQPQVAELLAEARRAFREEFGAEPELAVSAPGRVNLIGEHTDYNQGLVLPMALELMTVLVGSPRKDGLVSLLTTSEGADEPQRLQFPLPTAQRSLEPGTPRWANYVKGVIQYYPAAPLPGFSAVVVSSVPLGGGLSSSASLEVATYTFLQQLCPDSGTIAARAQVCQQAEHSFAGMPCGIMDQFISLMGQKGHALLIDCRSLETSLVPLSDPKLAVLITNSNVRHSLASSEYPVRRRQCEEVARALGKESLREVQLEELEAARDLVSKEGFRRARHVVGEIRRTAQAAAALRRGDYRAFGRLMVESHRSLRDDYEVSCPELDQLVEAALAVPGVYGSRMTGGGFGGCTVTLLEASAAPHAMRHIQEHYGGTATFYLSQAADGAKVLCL
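Luminescence from leftover ATP (Ultra-Glo luciferase/luciferin) served as read-out after a 1 h room-temperature reaction of 5 nM GALK with 35 uM ATP and 100 uM galactose.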
Giardia killer – kills Giardia lamblia; Giardia lamblia trophozoite viability; activity change, % at 7.66 µM, hits read low; 0.15% of 340,000 active; in the data active = activity change below about -80%; inconclusive = between about -30% and that limit;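 note: parasites exposed to compound for two days anaerobically before the ATP read; % is set by controls: 0 for no effect and ±100 for the full control effect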
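Viability, read as ATP luminescence: trophozoites at 100 cells/well, compound added, 48 hrs anaerobic at 37 deg C, then 15-30 min room-temperature development before reading.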
Tb PFK inh – T. brucei PFK enzyme inhibition | 0.17% of 330,000 active | AID 485367 | O15648 | Potency, µM (highest dose often 57.5 µM), for the others: at the highest dose activity, negative = inhibition, usual class: inhibitors | T. brucei PFK, ADP-Glo luminescence;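 note: potency is the fitted concentration of half-maximal effect; 0% = uninhibited 1x PFK enzyme wells and -100% = no-enzyme wells; nearly all actives have a fitted effect of over 60% in size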
Target sequence (O15648 whole entry, looked up): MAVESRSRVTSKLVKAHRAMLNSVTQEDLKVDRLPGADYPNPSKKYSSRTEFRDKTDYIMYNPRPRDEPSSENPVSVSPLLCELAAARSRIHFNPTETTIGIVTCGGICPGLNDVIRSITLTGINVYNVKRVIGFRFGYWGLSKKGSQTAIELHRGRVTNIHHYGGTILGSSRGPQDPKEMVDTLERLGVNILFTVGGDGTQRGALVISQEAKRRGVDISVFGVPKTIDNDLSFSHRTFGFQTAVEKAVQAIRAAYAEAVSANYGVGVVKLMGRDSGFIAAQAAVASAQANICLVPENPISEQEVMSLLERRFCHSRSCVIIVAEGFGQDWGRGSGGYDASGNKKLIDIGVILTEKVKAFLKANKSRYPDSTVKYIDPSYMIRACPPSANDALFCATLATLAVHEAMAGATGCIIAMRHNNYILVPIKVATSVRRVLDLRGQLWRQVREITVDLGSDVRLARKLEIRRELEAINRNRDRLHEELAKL
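Activity is normalized to no-enzyme wells (full inhibition) and 1.25 nM enzyme wells (no inhibition). Reaction: 0.5 mM F6P, 0.1 mM ATP, 45 min RT, ADP-Glo luminescence; concentration-response curves fitted and classed by quality.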
hERG WT inh – inhibitors of human wildtype KCNH2 potassium channel. Q12809. U2OS, BacMam KCNH2, thallium flux FluxOr; active compounds read low. activity change, % at 1.84 µM. 0.37% of 340,000 active. AID 720551;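 active = maximum activity change below -70%; inconclusive = maximum activity change between -70% and -50%; inactive = maximum activity change above -50%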; note: % is set by controls: 0 for no effect and ±100 for the full control effect
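U2OS cells transduced with wild-type KCNH2 virus are loaded with FluxOr dye for 45 min, and thallium flux is measured in kinetic reads before and after stimulation buffer. Rate constants are normalized to DMSO controls.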
TCR activator – activates T cell receptor signaling; Potency, µM (highest dose often 9.22 µM), without a hit: at the top dose activation of IL-2 secretion, most hits filed as activators; primary human leukocytes, anti-CD3, IL-2 HTRF, 48 h; 330,000 tested, under 10 active; note: % of control where 0% means no effect
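IL-2 release read by HTRF sandwich (Eu cryptate donor, d2 acceptor, 665 nm emission) after 48 hr exposure of primary human leukocytes to compound together with anti-CD3 beads in the absence of co-stimulatory signals.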
Chronic BCR inh – inhibitors of chronic active B-cell receptor signaling | ABC-DLBCL IkBa-CBG/CBR reporter, luminescence ratio, 4 h | Potency, µM (highest dose often 46.1 µM), for the others: at the top dose ratio change, negative = lower green/red ratio, actives largely listed as inhibitors | 0.05% of 340,000 active | AID 493014; active = well fitted inhibition curve with a large enough effect in the signal ratio, with a control signal flat, not every such curve was filed as active; inconclusive = small, poorly fitted or top-dose-only effect, or effect the other way, or a change in a side signal; the % refers to the signal ratio;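 note: potency is the fitted concentration of half-maximal effect; plate controls were basal doxycycline-induced cells for no effect and cells given 10 µM MG132 for full effect; MG132 reads +100%, hits lower the ratio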
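TMD8 ABC-DLBCL cells carrying doxycycline-inducible green luciferase fused to IkappaBalpha plus unfused red luciferase were exposed to compounds (up to 46 uM) for 4 hrs at 37C. Activity came from the overlap-corrected green/red luminescence ratio.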
TSHR antag – blocks TSH signaling through the human TSH receptor | TSHR-expressing cells, TSH-stimulated cAMP HTRF, 2 h; active compounds read low | AID 504810 | 0.2% of 330,000 active | P16473 | activity change, negative = inhibition, % at 11.5 µM;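 active = activity change below a set negative limit, meaning inhibition stronger than a set level, cut at about -70% in these data; inconclusive = activity change between two set negative limits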; note: % is set by controls: 0 for no effect and ±100 for the full control effect
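Competitive HTRF cAMP read-out (cryptate anti-cAMP antibody, cAMP-d2; 30 min, room temperature) in freshly harvested TSHR cells. Compounds added before TSH at EC80 (4nM final), followed by 2 hours' incubation at 37 deg C.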
Coupling enz – inhibits coupling enzyme system, counter-screen for aldolase hits. coupling enzyme system counterscreen, AmpLite Red fluorescence. activity change, negative = inhibition, % at 58.2 µM, hits read low. 0.67% of 290,000 active. AID 2472; in the data active = activity change below about -30%; note: % is set by controls: 0 for no effect and ±100 for the full control effect
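Counterscreen of the coupled detection system alone, without aldolase: glyceraldehyde-3-phosphate coupling enzymes plus AmpLite Red readout. Compounds at 57.5 uM final, 10 min RT preincubation, 20 min RT reaction, fluorescence 525/598 nm.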
Starred values were filed as active, the others as inactive; ? = inconclusive; . = not tested or not shown; [ ] = another dose, or the depositor's remark. Unless noted, calls come from the whole dose curve; as a rule, active = well fitted curve in the direction sought with a large enough effect; inconclusive = small, poorly fitted or top-dose-only effect, or another doubt; inactive = no such curve, though single readings can be large; an effect the other way counts as inactive or inconclusive.

SMILES | A-T KAP1 phos | MLL CXXC-DNA inh | GALK inhibitor | Giardia killer | Tb PFK inh | hERG WT inh | TCR activator | Chronic BCR inh | TSHR antag | Coupling enz
CC1CCCN(C(=O)C23CCC(C)(C(=O)C2)C3(C)C)C1 (stereo not drawn) | 6.9% | 6.2% | 0.3% | -6.6 | 2.3% | 0.7 | 2.0% | 16.7% | 51.6 | -0.3
CCn1cc(Br)c(C(=O)Nc2ccc(Cl)cc2Cl)n1 | -2.8% | 2.1% | 2.2% | -4.3 | 4.6% | -5.9 | 0.6% | ? | 5.1 | 3.6
COc1cc(/C=C(\C#N)C(=O)N2CCOCC2)cc(Br)c1O | . | 15.6% | . | -5.5 | 0.5% | . | -3.6%[46.1 µM] | 2.9% | 9.2 | -7.4
O=[N+]([O-])c1ccc(/C=N/NC2=NS(=O)(=O)c3ccccc32)cc1 | -2.9% | 30.5%[activator] | 0.5% | 24.1 | 2.7% | 1.7 | -7.7% | 1.1% | 2.1 | -0.7
COc1ccc(S(=O)(=O)Nc2cccc(SC)c2)cc1OC | 5.1% | 0.5% | -0.7% | 9.8 | 0.0% | -9.8 | 0.2%[46.1 µM] | -2.1% | -3.4 | -1.1
O=C(NCCc1c[nH]c2ccccc12)c1cc2ccccc2oc1=O | -5.2% | -2.8% | -3.2% | -12.0 | -0.2% | 0.9 | 4.2% | ? | -24.9 | -4.9
Cc1nc(N2CCN(C(=O)c3ccc(Cl)cc3)CC2)c(C#N)c2c1COC(C)(C)C2 | 5.3% | 14.5% | 0.4% | 7.2 | -1.5% | -6.4 | 0.5% | 0.5% | -12.9 | 1.2
Cc1cc[n+](CC(=O)Nc2cccc(C)c2)cc1 | 2.1% | 6.2% | 3.3% | -12.9 | -1.5% | -0.7 | -0.3% | 0.8% | -5.6 | 0.3
Cc1ccc(N2CC(C(=O)NCc3cccnc3)CC2=O)cc1 (stereo not drawn) | 6.3% | 3.9% | -0.2% | 27.6 | 1.6% | -14.3 | 0.4% | -2.4% | 3.4 | -2.3
COc1ccc(C(=O)C(/C=N/O)=N/Nc2ccc(F)cc2)cc1 | 1.2% | 3.4% | -1.9% | 11.0 | -2.2% | 1.1 | 0.3% | ? | -32.6 | 4.9
O=C(N/N=C\c1c(O)ccc2ccccc12)c1cncc(Br)c1 | -2.5% | ? | -2.5% | -14.3 | -2.0% | -14.7 | 1.7% | 0.6% | -22.4 | 0.3
Cc1sc(NC(=O)CN(Cc2ccccc2)C(=O)C(C)C)c(C(N)=O)c1C | 2.3% | -12.3% | 2.7% | -3.5 | 1.3% | -2.2 | 0.3%[46.1 µM] | -6.0% | -0.5 | 1.3
COc1ccc(OC)c(C(C)NC=O)c1 (stereo not drawn) | 5.5% | 5.6% | 2.5% | 8.8 | -0.3% | -13.3 | -21.1% | -7.3% | -7.9 | 0.1
C=CCn1c(SCc2c(Cl)cccc2Cl)nnc1-c1cccnc1 | 0.0% | -0.1% | -6.3% | 4.6 | -0.8% | 3.1 | 8.0% | 0.9% | -10.5 | -2.5
CC(=O)c1ccccc1NC(=O)COC(=O)CCCN1C(=O)c2cccc3cccc(c23)C1=O | 9.0% | 6.5% | . | -7.6 | 2.3% | -2.5 | -4.4%[46.1 µM] | ? | -2.9 | -0.4
Cc1ccccc1C(=O)Nc1ccc(C(=O)N/N=C/c2ccncc2)cc1 | 0.3% | 3.7% | -2.9% | 11.6 | -1.7% | -5.5 | 1.7% | ? | -5.3 | 0.6
C=CC[n+]1c(/C=C2\C=Cc3cc(C)ccc3N2CC)ccc2ccccc21 | -2.9% | ? | 0.6% | -10.3 | -11.7% | . | 1.8% | ? | -34.4 | 1.7
CCOC(=O)C1CCCN(S(=O)(=O)c2ccc(-n3cnnn3)c(C)c2)C1 (stereo not drawn) | -2.6% | 25.1% | 9.0% | -0.1 | 2.6% | 6.1 | -2.2% | -6.8% | -7.1 | 2.1
CC(C)CCNC(=O)COC(=O)c1cc(Br)c(Br)s1 | 26.9% | 0.2% | -1.4% | -0.2 | 1.7% | -6.8 | 15.9% | ? | -4.2 | 2.6
Cc1c(C(=O)NCc2ccco2)oc2ccc(Br)cc12 | 2.7% | . | . | -8.7 | -4.0% | -6.1 | -3.9% | ? | -16.3 | .

Random excerpt: 2 compounds from above
SMILES | A-T KAP1 phos | MLL CXXC-DNA inh | GALK inhibitor | Giardia killer | Tb PFK inh | hERG WT inh | TCR activator | Chronic BCR inh | TSHR antag | Coupling enz
COc1ccc(C(=O)C(/C=N/O)=N/Nc2ccc(F)cc2)cc1 | 1.2% | 3.4% | -1.9% | 11.0 | -2.2% | 1.1 | 0.3% | ? | -32.6 | 4.9
C=CC[n+]1c(/C=C2\C=Cc3cc(C)ccc3N2CC)ccc2ccccc21 | -2.9% | ? | 0.6% | -10.3 | -11.7% | . | 1.8% | ? | -34.4 | 1.7

The listing continues:
SMILES | A-T KAP1 phos | MLL CXXC-DNA inh | GALK inhibitor | Giardia killer | Tb PFK inh | hERG WT inh | TCR activator | Chronic BCR inh | TSHR antag | Coupling enz
O=C(NC1CCC(O)CC1)c1ccccc1OCc1ccc(F)cc1 (stereo not drawn) | -4.6% | 5.7% | -10.4% | -12.1 | 0.8% | -2.1 | -0.6% | -13.1% | 0.7 | .
COc1ccc(-c2cn3cccnc3n2)cc1NC(=O)C1CCCC1 | -10.2% | 1.8% | -0.6% | -4.9 | 3.5% | -14.0 | -5.9% | -0.6% | 0.2 | 1.2
O=c1nc(/C=C/c2ccccc2C(F)(F)F)cc(C(F)(F)F)[nH]1 | 7.1% | 8.7% | -8.4% | 13.7 | 0.7% | -1.6 | . | ? | ? | -5.8
COc1ccc(NC(=O)C(C)Oc2ccc(/C(C)=N\O)cc2)cc1 (stereo not drawn) | 5.4% | 2.0% | 0.2% | 6.9 | 7.4% | 6.3 | 13.5% | ? | 1.6 | 0.0
Cc1nc(C(F)(F)F)ccc1C(=O)Nc1ccc2ccccc2n1 | -1.1% | 11.7% | -0.7% | -15.1 | 0.3% | -11.3 | 5.1% | 0.2% | -1.3 | -0.4
O=C1CCCN1CC(O)CS(=O)(=O)c1ccccc1 (stereo not drawn) | -2.6% | -11.9% | 6.3% | 5.0 | -1.3% | 7.9 | 3.8% | -1.4% | 1.1 | 3.0
COCC(=O)Nc1cccc2ccccc12 | 4.8% | -10.3% | 3.9% | -9.1 | -1.1% | -12.1 | 4.1% | ? | 31.3 | 2.2
Cc1cccc(OCCCN2CCOCC2)c1 | -5.6% | 23.9% | -5.0% | 1.4 | -0.8% | -3.9 | . | 3.0% | 41.6 | 0.0
Cc1ccc(-c2nc(CN3CCN(c4cnccn4)CC3)c(C)o2)o1 | -2.2% | 5.0% | -1.9% | 22.5 | 0.7% | 2.4 | 1.8% | ? | 15.7 | 2.3
COc1ccc(-c2nonc2NC(=O)c2ccco2)cc1OC | 11.4% | 16.5% | -2.5% | -20.1 | -0.7% | . | 3.2% | -19.1% | 6.7 | .
O=C(O)CCSC1CC(=O)N(c2ccccc2)C1=O (stereo not drawn) | -2.2% | 25.4% | . | -3.0 | 0.7% | 1.4 | 1.2% | 2.7% | 20.7 | 1.5
Cc1cc(NC(=O)c2cc(CC(C)C)on2)no1 | -1.9% | -5.7% | 2.3% | 3.4 | 0.1% | -1.8 | 7.7% | -3.0% | -10.0 | -2.4
CCOc1ccccc1NC(=O)c1cc(=O)[nH]c2ccc(S(=O)(=O)N3CCOCC3)cc12 | 8.6% | . | . | 6.4 | -1.9% | -7.1 | -0.6% | -9.5% | . | .
CC1CN(S(=O)(=O)c2cccc(-c3csc(-c4ccccc4)n3)c2)CC(C)O1 (stereo not drawn) | -2.4% | 5.5% | 0.1% | 13.6 | 1.0% | 2.5 | -1.3% | ? | -17.0 | 1.2
COc1cccc(CC(=O)OCC(=O)N2CCN(c3ccc(F)cc3)CC2)c1 | 9.3% | -13.3% | 5.3% | 15.7 | -23.8% | 0.0 | 2.5% | -0.3% | 13.1 | -0.4
CN1CCN(CCC(=O)N2c3ccccc3Sc3ccc(Cl)cc32)CC1 | 1.7% | 7.4% | 0.8% | -5.8 | 0.0% | -1.2 | 3.9% | 0.4% | -30.2 | -15.6
COc1ccc(CCC(=O)NCCc2cn3c(C)csc3n2)cc1 | 2.0% | 1.8% | 0.7% | -0.1 | -4.2% | -6.3 | -0.4% | -1.2% | 2.5 | 0.5
CCOC(=O)CSc1ncccn1 | -6.3% | 1.8% | 6.7% | -4.4 | 0.3% | 6.5 | -0.9% | -1.2% | -1.0 | 2.5
c1ccc2c(c1)[nH]c1c(N3CCC4(CC3)OCCO4)ncnc12 | 0.9% | -1.2% | 0.1% | -7.3 | 0.6% | -3.1 | -19.3% | 15.6% | -18.3 | 6.1
CC1CC1C(=O)OCC(=O)NCc1ccccc1Cl (stereo not drawn) | 4.3% | -1.0% | -0.1% | 9.5 | -1.7% | 8.8 | 3.9% | ? | 0.5 | 5.4

Screens: PubChem BioAssay, National Center for Advancing Translational Sciences (NCATS)
